From PubChem
RMI FANCM FP: blocks RMI1/RMI2 complex binding to FANCM MM2 peptide | FP signal (polarization) at 33 µM | Fluorescence polarization, RMI core complex with F-MM2 peptide; active compounds read low | 70,000 tested, 0.58% active; in the data active means FP signal below about 40; further: inactives centre near 61; strong numbers were not always called active; unit not given here
* marks the source's active call; other numbers are inactive results; & = joins results of further samples.

SMILES	RMI FANCM FP
Cc1ccc2c(c1)NC(=O)c1cc(NC(=O)c3cccc(Br)c3)ccc1O2	82
CC(C)(C)c1cc(C(=O)O)n(Cc2ccccc2)n1	54
O=C1C(O)C(O)C(=O)N1Cc1ccccc1 (configuration not stated)	67
Cc1ccc(C(c2sc3ncnn3c2O)N2CCN(c3cccc(Cl)c3)CC2)cc1 (configuration not stated)	58
O=C(Cc1csc(NC(=O)c2ccc(=O)[nH]c2)n1)NCC1CCCO1 (configuration not stated)	63
O=C(Cc1csc(NC(=O)c2ccc[nH]c2=O)n1)NCC1CCCO1 (configuration not stated)	73
Cc1ccc(-c2nc(N=CN(C)C)sc2C)cc1Cl	59
O=C(CNCc1ccco1)Nc1ncc(Cc2cc(Cl)ccc2Cl)s1	61
Nn1nnc2ccccc21	49
COC(=O)c1ccccc1NC(=O)Cn1cnc2c(sc3nc(C)cc(C)c32)c1=O	64
COC(=O)c1ccc2c(=O)n(CCCC(=O)NCc3cccs3)c(=S)[nH]c2c1	79
COC(=O)c1cc(NC(=O)CSc2nnc3scc(-c4ccc(C)cc4)n23)cc(C(=O)OC)c1	102
CCCCCCCNS(=O)(=O)c1ccc(OCC)cc1	64
Cc1cc(SC(NC(=O)c2ccccc2)C(=O)c2ccccc2)ncn1 (configuration not stated)	59
COc1ccc(OC)c(-n2c(N)c(C(=O)NCc3ccco3)c3nc4ccccc4nc32)c1	80
C=CCn1c(SCC(=O)Nc2cccc(C(C)=O)c2)nc2sc3c(c2c1=O)CCC(C)C3 (configuration not stated)	130
O=C(CC1CCCCN1S(=O)(=O)c1ccccc1)NCc1ccccc1Cl (configuration not stated)	69
COc1ccc(-c2ccnc(SCC(=O)Nc3ccc(C(C)C)cc3)n2)cc1	42
CCCS(=O)(=O)c1nc2ccccc2n1Cc1cccc([N+](=O)[O-])c1	51
O=C(COc1ccc(Cl)cc1)NCCS(=O)(=O)N1CCN(c2ccccn2)CC1	61
COc1ccccc1CCNC(=O)CSc1nnc2ccc(-c3cccnc3)nn12	55
Cc1ccc(-c2cc(=O)n(CC(=O)Nc3ccc(C(N)=O)cc3)cn2)cc1	67
COc1ccc2sc(N(Cc3ccccn3)C(=O)C3CCCCN3S(=O)(=O)c3cccs3)nc2c1 (configuration not stated)	77
Cc1cccc(NC(=O)CCCSc2ccc(NC(=O)C3CC3)nn2)n1	63
O=C(NCCOc1ccccc1)Nc1cccs1	60
O=C(CSc1nc2c(c(=O)[nH]1)CN(Cc1ccccc1)CC2)N1CCN(c2ccc(F)cc2)CC1	58
O=C(c1c[nH]c(=O)c([N+](=O)[O-])c1)N1CCCCCC1	69
CCCc1cc(=O)oc2cc(OCC(=O)NNS(=O)(=O)c3cccc(Cl)c3)ccc12	56
O=C(Nc1ccccc1)Nc1nc(C(=O)N2CCN(c3cccc(Cl)c3)CC2)cs1	55
O=C(NNC(=O)c1cccn(Cc2cccc(F)c2)c1=O)Nc1cccs1	64
Brc1ccc(-n2cnnc2)cc1	59
Fc1ccc(Cn2cc[nH]c2=S)cc1	69
COc1ccc(C(=O)C2C(=O)N(c3ccccc3)N=C2c2ccccc2)c(OC)c1 (configuration not stated)	66
CCC(=O)Nc1ccc(SCC(=O)Nc2cccc(C(F)(F)F)c2)nn1	76
C=CCNC(=O)Cc1cc(=O)oc2cc(OC)ccc12	65
C=CCn1c(SCC(=O)N2CCOCC2)nc2scc(-c3ccc(C)o3)c2c1=O	70

Brought forward from above: 2 compounds, followed by the next part.
SMILES	RMI FANCM FP
C=CCNC(=O)Cc1cc(=O)oc2cc(OC)ccc12	65
C=CCn1c(SCC(=O)N2CCOCC2)nc2scc(-c3ccc(C)o3)c2c1=O	70
O=C(NCC1CCN(C2CCCC2)CC1)c1ccc2c(c1)OCO2	73
CCC(C)Sc1nnc(NC(=O)CCCl)s1 (configuration not stated)	65
O=C(Nc1cc(C(F)(F)F)ccc1N1CCc2ccccc2C1)C1CCC1	65
O=C(NNC(=O)c1c(F)cccc1F)c1c(F)cccc1F	58
CC(C)(C)c1ccc(C(=O)Nc2nnc(-c3cccc(S(C)(=O)=O)c3)o2)cc1	61
CN(C)c1ccc(/C=C/C(=O)c2ccc3c4c(cccc24)C(=O)N(c2ccccc2)C3=O)cc1	57
COc1ccc(C(=O)Nc2ccc(-c3nc4ccc(C)cc4s3)cc2)c(OC)c1	66
COc1ccc(-c2c(C)nn3c(C)cc(C)nc23)cc1OC	62
CN1CCN2c3ncccc3Cc3ccccc3[C@@H]2C1	64
O=c1[nH]nc(SCc2cc(Cl)cc(Cl)c2)n1-c1ccc(OCc2ccccc2)cc1	50
CCN(CC)Cc1cc(Nc2ccnc3cc(Cl)ccc23)ccc1O	56
Cn1c(SCc2nc(-c3ccc(Br)cc3)no2)nc2ccccc2c1=O	68

Part of the list above in order of length of the SMILES, descending.
SMILES	RMI FANCM FP
CC(C)(C)c1ccc(C(=O)Nc2nnc(-c3cccc(S(C)(=O)=O)c3)o2)cc1	61
O=c1[nH]nc(SCc2cc(Cl)cc(Cl)c2)n1-c1ccc(OCc2ccccc2)cc1	50
Cn1c(SCc2nc(-c3ccc(Br)cc3)no2)nc2ccccc2c1=O	68
CN1CCN2c3ncccc3Cc3ccccc3[C@@H]2C1	64

(list continues)
SMILES	RMI FANCM FP
Cn1c(Sc2c3c(nc4ncnn24)CCC3)nnc1-c1ccccc1	54
O=C(Nc1ccc(SCc2ccccn2)nn1)c1ccccc1	67
CCOc1ccccc1C(=O)NC1CC(=O)N(c2ccc(C)c(C)c2)C1 (configuration not stated)	53
Cc1ccccc1-c1ccc(N2CCC(C(=O)NCc3ccco3)CC2)nn1	60
O=C(Cc1cc(F)cc(F)c1)NNC(=O)c1cccc(C(F)(F)F)c1	62
Cc1nn(-c2ccc(C(F)(F)F)cn2)c(=O)o1	58
COc1ccc(-c2csc3c(=O)n(Cc4ccc(C)cc4C)cnc23)cc1	69
CC(=O)N1CCN=C1SCc1cc(C)ccc1C	64
Cc1nn(C2CCS(=O)(=O)C2)c2nc(-c3ccccc3)cc(C(=O)NCc3cccs3)c12 (configuration not stated)	77
O=C(NC(C(=O)O)C12CC3CC(CC(C3)C1)C2)c1ccc(F)cc1 (configuration not stated)	62
Cc1ccc2nc(SCc3nc4ccc(Br)cn4c3Cl)[nH]c2c1	58
O=C(CSC1CCCCC1)Nc1cc(C(F)(F)F)ccc1Cl	62
Cc1cc(C)cc(-n2ccnc2SCC(=O)Nc2nc3ccccc3s2)c1	75
CCOC(=O)c1c(NC(=O)/C=C/C2=Cc3ccccc3OC2)sc(C)c1C	17
O=S(=O)(c1ccc(OC(F)(F)F)cc1)N1CCN(c2ccc3nncn3n2)CC1	66
COc1ccc(-c2c(OC)c3c(OC)c4c(cc3oc2=O)OC(C)(C)C=C4)cc1	65
CC[n+]1c(C)csc1Nc1ccc(C)cc1C	50
Nc1nc2ncc(C(=O)O)nc2c(=O)[nH]1	53
O=C(NCC(=O)N1CCOC(c2ccccc2)C1)c1ccccc1C(F)(F)F (configuration not stated)	75
O=C1Cc2cc(NC(=O)c3ccccc3C(F)(F)F)ccc2N1	55
Cc1nn(C2CCS(=O)(=O)C2)c(C)c1S(=O)(=O)NCc1ccco1 (configuration not stated)	57
O=C(COc1ccc(F)cc1)Nc1ccc2c(c1)N(C(=O)c1ccco1)CC2	64
COCCn1cc(NC(=O)NCc2ccc3c(c2)OCO3)c2ccccc21	55
CCOC(=O)c1sc(NC(=O)C2CCCCN2S(C)(=O)=O)cc1C (configuration not stated)	67
CN(C)c1ccc(C(=S)N2CCN(C(=S)c3cccc([N+](=O)[O-])c3)CC2)cc1	59
COc1ccc(-c2csc(NC(=O)CSCC(=O)N3CCCc4ccccc43)n2)cc1	65
Cc1ccc2sc(N(Cc3ccncc3)C(=O)c3ccc(S(=O)(=O)C(C)C)cc3)nc2c1C	51
CC(C)(C)NC(=O)CSc1nc2c(cnn2-c2ccc(Cl)cc2)c(=O)[nH]1	67
CSc1n[nH]c(N)c1S(=O)(=O)c1ccc(Cl)cc1	59
CC(=O)Nc1ccc(/C=C(\C#N)C(N)=O)cc1	52
CC(=O)c1cccc(NC(=O)NC2CC(=O)N(c3ccc(C)cc3)C2)c1 (configuration not stated)	59
FC(F)(F)c1cc(-c2ccc3c(c2)OCO3)nc2cc(-c3ccco3)nn12	66
CC1(C)Cc2cccc(OCC(=O)N3CCN(c4ncnc5c4nnn5Cc4ccccc4)CC3)c2O1	53
COc1cccc(S(=O)(=O)Nc2ccc(C(=O)N3CCN(C(=O)c4ccco4)CC3)cc2)c1	62
CCC(=O)NNc1ccccc1	55
COC(=O)c1ccc2c(=O)n(CCC(=O)N3CCN(c4ccc(C(C)=O)cc4)CC3)c(=S)[nH]c2c1	63
N#Cc1ccc(C=NCCN2CCNC2=O)cc1	53
Cc1ccc(Oc2cc(N3CCN(C(=O)c4c(F)cccc4F)CC3)nc(C)n2)cc1	57
CC(=O)N1CCc2ccc(NS(=O)(=O)c3cc(F)ccc3F)cc2C1	67
CCN(CC)CCN(C(=O)c1cc2ccccc2oc1=O)c1nc2c(F)cccc2s1	74
NC(=O)C(C(F)(F)F)C(F)(F)F	59
COc1ccc(CC(=O)N2CCOC(c3ccccc3)C2)cc1 (configuration not stated)	73
CCOc1ccc(-c2cc(C(=O)Nc3nc4ccc(Cl)cc4s3)no2)cc1	66
CC(C)CCNC(=O)c1ccc(C2Nc3ccccc3S(=O)(=O)N2)cc1 (configuration not stated)	67
COC(=O)c1ccc(OC(=O)c2nc(SC)ncc2Cl)cc1	134
COc1ccccc1OCC(=O)Nc1ccc2c(c1)N(C(=O)c1cccs1)CC2	62
CCOc1ccc(NC(C)=O)cc1	66&61
CC(=O)N[C@H]1C(OC(C)=O)O[C@H](COC(C)=O)[C@@H](OC(C)=O)[C@@H]1OC(C)=O (some centres not stated)	51
O=C(NCc1n[nH]c(=O)c2ccccc12)Nc1ccc(Cl)c(Cl)c1	93
Cc1nc(-c2ccc(S(=O)(=O)Nc3ccc(Br)cc3Cl)s2)cs1	53
N#Cc1ccc(Cl)cc1NC(=O)C(=O)NCC1CCN(Cc2ccco2)CC1	75
COc1ccc2cc(C(=O)Nc3cc(C)on3)sc(=O)c2c1OC	61
COc1ccc(Cl)cc1NC(=O)CCc1csc(NC(=O)c2ccc[nH]c2=O)n1	64
CCOc1ccc(NC(=O)Cn2nc(-c3ccccc3)c3sc(N4CCOCC4)nc3c2=O)cc1	108
Nc1n[nH]c(-c2ccccc2)c1-c1ccccc1	62
Cc1ccccc1-c1noc(Cn2ccn3nc(-c4ccc(F)cc4)cc3c2=O)n1	89
N/C(CC(=O)Nc1ccc(F)c(F)c1F)=N/O	35*
O=C(NC1CCCC1)c1cc(-c2ccc(Br)cc2)on1	59
Cc1cc(C)c2sc(N(CCCn3ccnc3)C(=O)Cc3ccccc3)nc2c1	52
N#C/C(=C(/O)c1ccc(-c2ccc([N+](=O)[O-])cc2Cl)o1)c1nc(-c2ccccc2)cs1	60

A second format for part of the listing above:
Cc1nc(-c2ccc(S(=O)(=O)Nc3ccc(Br)cc3Cl)s2)cs1
  RMI FANCM FP: 53
N#Cc1ccc(Cl)cc1NC(=O)C(=O)NCC1CCN(Cc2ccco2)CC1
  RMI FANCM FP: 75
COc1ccc2cc(C(=O)Nc3cc(C)on3)sc(=O)c2c1OC
  RMI FANCM FP: 61
COc1ccc(Cl)cc1NC(=O)CCc1csc(NC(=O)c2ccc[nH]c2=O)n1
  RMI FANCM FP: 64

Following part
SMILES	RMI FANCM FP
CC(=O)N1C(=O)c2cccc3cccc1c23	48
COc1nn(C)cc1C(=O)NCCCn1ccnc1	53
O=C(Oc1coc(CSc2ncccn2)cc1=O)c1ccc(Br)o1	59
CCOC(=O)N1CCN(C(=O)CSc2nnc(C)c3cnn(-c4ccc(F)cc4)c23)CC1	60
COC(=O)N1CCc2c(sc(NC(=O)/C=C/c3ccccc3Cl)c2C(N)=O)C1	85
CCOC(=O)N1CCN(Cc2nc3c([nH]2)c(=O)[nH]c(=O)n3C)CC1	57
COC(=O)C(C(=O)OC)=C(NC(N)=O)SC	54
O=C(C1CCCC1)N1CCc2ccc(NS(=O)(=O)c3ccc(F)c(Cl)c3)cc21	67
N#C/C(=C\c1ccc(C2=CCOc3ccccc32)s1)S(=O)(=O)c1ccccc1	59
Nc1nc2c(cc3c4c(cccc42)CC3)s1	59
CC1=C2[C@](C)(C=CC1=O)C[C@H](O)[C@H]1[C@H](C)C(=O)O[C@]21C	63
NC(=O)c1ccsc1NC(=O)c1ccc(Cl)s1	62
O=C(NCCN1CCn2cc(OCc3ccc(F)cc3)c(=O)cc2C1=O)c1ccncc1	62
COc1ccc(SCC(=O)Nc2cccc(OC)c2)cc1	64
O=C1CN(C(=O)c2ccc(N3CCOCC3)c([N+](=O)[O-])c2)c2ccccc2N1	64
CC(C)CCN1C(=O)C(C)(C)COc2ccc(NC(=O)COc3ccc(Cl)cc3)cc21	80
CCn1c(C)cc2c(c1=O)C(C(C)C)C(C#N)=C(N)O2 (configuration not stated)	57
O=C(NOC(=O)c1cccs1)c1ccccc1	59
COc1cc(Cl)c(C)cc1-n1ccn(Cc2c(F)cccc2Cl)c(=O)c1=O	53
O=C(Nc1ccc2c(c1)CN(C(=O)c1ccco1)CC2)c1c(F)cccc1Cl	73
Nc1nc2c(=O)[nH]nc(-c3ccc(F)cc3)c2s1	77
COc1ccc(CC(=O)Nc2nc3cc4c(cc3s2)OCCO4)cc1C	79
N/C(Cc1cccs1)=N/O	64
O=C(NCCCN1CCCC1=O)C(=O)NCC1OCCN1S(=O)(=O)c1ccc(Cl)cc1 (configuration not stated)	58
Cc1cc(C)c(NC(=S)NC(=O)c2ccccc2)c(C)c1	51
O=S1(=O)CC2OC2C1 (configuration not stated)	63
CN1CCN(C(CNC(=O)NCc2cccc3ccccc23)c2ccsc2)CC1 (configuration not stated)	65
COc1cc(S(=O)(=O)N2CCN=C2c2ccccc2)c(OC)cc1Br	57
COCCCN1C(=O)C(CC(=O)Nc2ccc(F)cc2)SC1=NS(=O)(=O)c1ccccc1 (configuration not stated)	61

This is a subset; rates above refer to the full screens.
